PPARg SRC1 recr: promotes SRC-1 coactivator recruitment by human PPARgamma | P37231 | 0.41% of 200,000 active | activation, % at 8 µM | AID 631 | PPARgamma-SRC-1 coactivator recruitment biochemical assay; in the data active means activation above about 19%;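 further: 0% = DMSO and 100% = reference agonist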
Target sequence (P37231 whole entry, looked up): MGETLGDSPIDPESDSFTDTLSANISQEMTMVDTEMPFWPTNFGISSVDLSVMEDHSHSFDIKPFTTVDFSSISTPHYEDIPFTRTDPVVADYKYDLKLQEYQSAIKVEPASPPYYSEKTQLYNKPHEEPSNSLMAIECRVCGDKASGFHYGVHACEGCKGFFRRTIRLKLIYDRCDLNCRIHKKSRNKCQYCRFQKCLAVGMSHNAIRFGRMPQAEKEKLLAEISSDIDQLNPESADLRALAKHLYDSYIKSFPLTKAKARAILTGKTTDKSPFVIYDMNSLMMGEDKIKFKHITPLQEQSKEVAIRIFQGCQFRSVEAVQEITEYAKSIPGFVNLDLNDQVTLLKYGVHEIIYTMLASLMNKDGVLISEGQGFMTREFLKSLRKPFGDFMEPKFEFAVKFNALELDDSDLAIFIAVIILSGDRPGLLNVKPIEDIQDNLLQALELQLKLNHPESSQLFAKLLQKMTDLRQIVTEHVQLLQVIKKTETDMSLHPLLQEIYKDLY
PPARg SRC-2 ag: PPARgamma-driven SRC-2 recruitment agonism. AID 1032. 0.34% of 200,000 active. PPARgamma LBD-SRC-2 recruitment, biochemical. activation, % at 8 µM. P37231; in the data active means activation above about 22%;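 further: 0% = vehicle and 100% = reference agonist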
PPARg SRC3 recr: PPARgamma-driven SRC-3 recruitment agonism. activation, % at 8 µM. 0.26% of 200,000 active. P37231. biochemical PPARgamma/SRC-3 coactivator recruitment assay. AID 731; in the data active means activation above about 23%;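 further: 0% = DMSO and 100% = reference agonist; some compounds past the cut are filed as inactive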
bIAP activator: intestinal alkaline phosphatase (bovine) activation; AID 1016; purified bovine IAP, CDP-star luminescence, 30 min; active compounds read high; fold of DMSO-control signal, blank-subtracted; activation factor at 20 µM; 0.17% of 200,000 active;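 active means activation factor of 2 or more at 20 µM, a signal rise over negative controls twice the positive control's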
TNAP inh hi DEA: inhibitors of human TNAP at high phosphate acceptor concentration | P05186 | purified TNAP, CDP-star luminescence, 1 M DEA | inhibition, % at 20 µM | 0.03% of 200,000 active | AID 1135;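 active means over 50% inhibition of tissue-nonspecific alkaline phosphatase at 20 µM in the single-dose screen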;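 further: plate controls were DMSO wells for no effect and EDTA-quenched wells as full inhibition for full effect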
Efa HMGR inh: E. faecalis class II HMG-CoA reductase inhibition | inhibition, % at 10 µM | 0.41% of 190,000 active | purified E. faecalis HMGR, NADPH absorbance 340 nm kinetic;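 active means inhibition above a set limit, the median over all tested compounds plus 3 SD, cut at about 9.5% in these data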;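 further: enzyme runs in reverse so mevalonate oxidation gives rising NADPH absorbance; 0% = complete reaction with DMSO and 100% = background rate lacking mevalonate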
SRC2 TRFRET art: TR-FRET artefact, counter-screen to PPARgamma/SRC-2 agonist assay | active compounds read high | TR-FRET ratio at 8 µM | 0.4% of 200,000 active; in the data active means TR-FRET ratio above about 2000; further: inactives centre near 1500; reference of the scale not given here
bIAP inh: intestinal alkaline phosphatase (bovine) inhibition; purified bovine IAP, CDP-star luminescence, 30 min; inhibition, % at 20 µM; 190,000 tested, under 10 active; AID 1019;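 active means over 50% inhibition of intestinal alkaline phosphatase at 20 µM in the single-dose screen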
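System: purified bovine intestinal alkaline phosphatase (IAP) enzyme; Input: IAP diluted 1/65,000,000 in the well; Measured by: CDP-star luminescence signal; Compound dosing: 20 µM single dose; Incubation: 30 min reaction at room temperature.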
TNAP act hiacc: increases human TNAP activity under high phosphate acceptor concentration; P05186; purified TNAP, CDP-star luminescence, 1 M DEA, 30 min; active compounds read high; 0 = EDTA background, 1 = DMSO-only activity; activation factor at 20 µM; 200,000 tested, under 10 active; AID 1136;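 active means activation factor at least 2 at 20 µM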
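Test system – human TNAP · Doses – 20 µM single point · Incubation – 30 min, room temperature · Signal – luminescent substrate turnover signal · Read-out basis – activation factor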
TNAP inh noacc: TNAP (human) inhibition, acceptor-free conditions; 0.26% of 200,000 active; P05186; AID 1012; purified TNAP, CDP-star luminescence, 30 min; inhibition, % at 20 µM;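 active means tissue-nonspecific alkaline phosphatase inhibition above about 50% at 20 µM in the single-dose screen, limit read from the data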;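 further: 0% = DMSO negative control and 100% = EDTA positive control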
Starred values were filed as active, the others as inactive; · = not tested or not shown.

#	smiles	SRC2 TRFRET art	PPARg SRC3 recr	TNAP inh noacc	TNAP act hiacc	bIAP inh	PPARg SRC-2 ag	TNAP inh hi DEA	PPARg SRC1 recr	Efa HMGR inh	bIAP activator
1	O=C(CCN1CCCCC1)NCC1OCCc2ccccc21 (stereo not given)	1502	12	-6	1	7	-7	2	-1	-1	0.9
2	c1csc(-c2nn3c(Cn4cnc5ccccc54)nnc3s2)c1	1668	6	-11	1	2	9	-3	3	-3	1
3	CCc1cc(C(=O)N2CCCC(CCC(=O)NCc3cccc(OC)c3)C2)no1 (stereo not given)	1486	5	-6	1.1	1	4	-7	3	1	1
4	CS(=O)(=O)N(CC(=O)NCc1ccco1)c1cc(C(F)(F)F)ccc1Cl	1336	0	-4	1	12	0	-2	2	0	0.9
5	O=C1CCC(=O)N1CN(C(=O)c1ccco1)c1ccccc1	1632	5	-3	1.1	-6	-2	-6	0	2	1.1
6	COc1ccc(N2C(=O)CC2(/C=C/c2ccccc2OC)C(=O)NC2CCCC2)cc1 (stereo not given)	1477	14	-2	1	-11	9	3	6	2	1.1
7	CCN(CC)S(=O)(=O)c1ccc(C(=O)OCn2nnc3ccccc3c2=O)cc1	1379	-22	-8	1.1	4	-9	-9	-4	1	1
8	Cc1ccc(C)c(Cn2nnc3c(=O)[nH]c(C4CCCN(C(=O)CC(C)C)C4)nc32)c1 (stereo not given)	1315	-5	-9	1	6	-4	-4	5	-2	0.9
9	O=C(Nc1nccs1)c1ccc(-c2cccc([N+](=O)[O-])c2)o1	1763	-2	-3	1	9	1	4	10	-2	0.9
10	Cc1ccc(C(=O)/C=C\NCc2ccccc2)cc1	1439	-1	-4	1	1	5	-1	7	-4	1
11	O=C(CSc1cc([N+](=O)[O-])cc(S(=O)(=O)Cc2ccccc2)c1)NC1CC1	1381	-4	-3	1	0	1	1	3	-2	1
12	COc1cccc(Oc2ccc(N)cc2)c1	1502	0	-10	1	11	0	-3	0	0	0.9
13	COCCNC(=S)N1CCC(NC(=O)c2ccco2)CC1	1172	2	-9	1	4	-3	-4	-7	-1	1
14	COC(=O)c1ccc(OC(=O)c2ccc(OCc3c(C)noc3C)c(OC)c2)cc1	·	·	-3	1	-1	·	0	·	·	1
15	COc1ccc(OC)c(NC(=O)CCN2CCN(Cc3ccccc3)CC2)c1	1762	0	-14	1	-4	5	-4	6	-2	1
16	Cc1ccc[n+](CC(=O)Nc2cccc([N+](=O)[O-])c2)c1	1239	-2	-9	1.1	5	-7	-6	-1	-1	0.9
17	Cc1cc(S(=O)(=O)Nc2ccc(F)cc2)c(C)s1	1456	-3	-6	1	0	3	2	1	-2	1
18	O=C(COc1ccccc1F)NCc1nc2ccccc2[nH]1	1786	3	-14	1	7	10	-5	8	2	0.9
19	O=c1[nH]c2ccsc2c(=O)n1-c1ccc(F)c(Cl)c1	1440	-6	4	1	-2	-3	-2	-2	2	1
20	CCN(CC)S(=O)(=O)c1ccc(OC)c(NC(=O)c2ccc(OC)c([N+](=O)[O-])c2)c1	1501	-1	·	·	·	-3	·	0	·	·
21	CCCC/C(O)=C1\C(=O)CC(C)(C)CC1=Nc1ccc(OC)cc1	1488	-1	-2	1.1	3	-6	-10	6	1	1
22	COCCn1cc(C(=O)NCCCN2CCC(C)CC2)c2c3ccccc3n(C)c2c1=O	1429	2	-9	1.1	-5	-2	-7	2	-2	1
23	Cc1cc(C)c(C2C(C#N)=C(N)Oc3n[nH]c(C)c32)cc1CN1CCCC1 (stereo not given)	1619	2	-2	1	-12	7	-3	-2	2	1.1
24	CCC(CC)C(=O)NCCc1cc2cc(C)c(C)cc2[nH]c1=O	1607	2	-11	1	13	3	-5	4	-1	0.9

From compound 1 up to 12, as listed above:
#	smiles	SRC2 TRFRET art	PPARg SRC3 recr	TNAP inh noacc	TNAP act hiacc	bIAP inh	PPARg SRC-2 ag	TNAP inh hi DEA	PPARg SRC1 recr	Efa HMGR inh	bIAP activator
1	O=C(CCN1CCCCC1)NCC1OCCc2ccccc21 (stereo not given)	1502	12	-6	1	7	-7	2	-1	-1	0.9
2	c1csc(-c2nn3c(Cn4cnc5ccccc54)nnc3s2)c1	1668	6	-11	1	2	9	-3	3	-3	1
3	CCc1cc(C(=O)N2CCCC(CCC(=O)NCc3cccc(OC)c3)C2)no1 (stereo not given)	1486	5	-6	1.1	1	4	-7	3	1	1
4	CS(=O)(=O)N(CC(=O)NCc1ccco1)c1cc(C(F)(F)F)ccc1Cl	1336	0	-4	1	12	0	-2	2	0	0.9
5	O=C1CCC(=O)N1CN(C(=O)c1ccco1)c1ccccc1	1632	5	-3	1.1	-6	-2	-6	0	2	1.1
6	COc1ccc(N2C(=O)CC2(/C=C/c2ccccc2OC)C(=O)NC2CCCC2)cc1 (stereo not given)	1477	14	-2	1	-11	9	3	6	2	1.1
7	CCN(CC)S(=O)(=O)c1ccc(C(=O)OCn2nnc3ccccc3c2=O)cc1	1379	-22	-8	1.1	4	-9	-9	-4	1	1
8	Cc1ccc(C)c(Cn2nnc3c(=O)[nH]c(C4CCCN(C(=O)CC(C)C)C4)nc32)c1 (stereo not given)	1315	-5	-9	1	6	-4	-4	5	-2	0.9
9	O=C(Nc1nccs1)c1ccc(-c2cccc([N+](=O)[O-])c2)o1	1763	-2	-3	1	9	1	4	10	-2	0.9
10	Cc1ccc(C(=O)/C=C\NCc2ccccc2)cc1	1439	-1	-4	1	1	5	-1	7	-4	1
11	O=C(CSc1cc([N+](=O)[O-])cc(S(=O)(=O)Cc2ccccc2)c1)NC1CC1	1381	-4	-3	1	0	1	1	3	-2	1
12	COc1cccc(Oc2ccc(N)cc2)c1	1502	0	-10	1	11	0	-3	0	0	0.9

Screening data (PubChem BioAssay)
